mut p53 react = mutant p53 pathway re-activators, primary screen, cell-based, SW480, luciferase, single point, HTS | SW480 PUMA-promoter luciferase, p53 mutant reactivation | activation, % at 9.98 µM | actives 1.5% (n = 28,000); in the data active = activation above about 52%
STK33 inh = STK33 kinase inhibitors, primary screen, biochemical, luminescence, ADP-Glo, MBP substrate; inhibition, % at 12.5 µM; AID 2322, 2010; actives 0.44% (n = 27,000); Serine/threonine-protein kinase 33 (Homo sapiens), Q9BYT3; in the data active = inhibition above about 20%
Target sequence (Q9BYT3 whole entry, looked up): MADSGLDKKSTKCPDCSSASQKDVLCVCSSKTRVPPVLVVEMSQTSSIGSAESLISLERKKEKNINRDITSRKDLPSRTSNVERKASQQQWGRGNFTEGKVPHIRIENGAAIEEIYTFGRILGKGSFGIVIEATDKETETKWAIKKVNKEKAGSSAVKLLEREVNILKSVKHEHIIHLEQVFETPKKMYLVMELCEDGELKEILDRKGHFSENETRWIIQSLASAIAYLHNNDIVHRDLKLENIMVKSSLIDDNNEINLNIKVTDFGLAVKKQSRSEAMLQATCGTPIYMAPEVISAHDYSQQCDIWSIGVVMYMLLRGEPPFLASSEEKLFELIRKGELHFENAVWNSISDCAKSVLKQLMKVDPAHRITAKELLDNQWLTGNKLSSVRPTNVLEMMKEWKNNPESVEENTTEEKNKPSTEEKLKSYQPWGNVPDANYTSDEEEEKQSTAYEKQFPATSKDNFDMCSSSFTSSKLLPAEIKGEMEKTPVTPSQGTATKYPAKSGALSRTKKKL
An asterisk follows results filed as active; / = no result given. Not all compounds are listed, so the mix of outcomes need not match the whole.

structure	mut p53 react	STK33 inh
O=C(CSc1nc(O)cc(=O)n1-c1ccccc1)Nc1ccc2ccccc2c1	2.9	-1.2
O=C(Nc1ccccc1C(=O)NCCOc1ccccc1)c1ccccc1I	-1.4	-1.9
Cc1noc(C)c1S(=O)(=O)N(C)C[C@H]1Oc2ccc(NS(=O)(=O)c3cn(C)cn3)cc2C(=O)N([C@H](C)CO)C[C@H]1C	1.7	/
O=C(O)c1cc(NS(=O)(=O)c2cccc3cccnc23)ccc1O	0.5	-2.3
C[C@H]1CN([C@@H](C)CO)C(=O)CCCn2cc(nn2)CO[C@@H]1CN(C)C(=O)Nc1cccc(Oc2ccccn2)c1	4.2	-2.2
COc1ccccc1N1CCN(C(=O)CN(c2cc(Cl)ccc2OC)S(C)(=O)=O)CC1	-18.2	0.8
CC(=O)Nc1cccc(-c2nnc(SCC(=O)Nc3ccccc3F)n2C)c1	-3.2	-0.2
Cc1noc(C)c1NC(=O)N(C)C[C@@H]1Oc2ccc(NC(=O)C3CC3)cc2CC(=O)N([C@@H](C)CO)C[C@H]1C	-4.1	/
S=c1nc[nH]c2c1sc1nc(N3CCOCC3)c3c(c12)CCCC3	6.1	/
C[C@H]1CN([C@@H](C)CO)C(=O)Cc2cc(NC(=O)C3CCCCC3)ccc2O[C@@H]1CN(C)Cc1ccc(Cl)c(Cl)c1	/	-0.7

The final 2 records of the section before are carried over, then new ones follow:
structure	mut p53 react	STK33 inh
S=c1nc[nH]c2c1sc1nc(N3CCOCC3)c3c(c12)CCCC3	6.1	/
C[C@H]1CN([C@@H](C)CO)C(=O)Cc2cc(NC(=O)C3CCCCC3)ccc2O[C@@H]1CN(C)Cc1ccc(Cl)c(Cl)c1	/	-0.7
Cc1ccc(S(=O)(=O)N(C)C[C@@H]2OCCCC[C@@H](C)Oc3ccc(NC(=O)Cc4ccccc4)cc3C(=O)N([C@H](C)CO)C[C@@H]2C)cc1	/	0.4
Cc1ccc(CN(C)C[C@@H]2OCc3cnnn3CCCC(=O)N([C@@H](C)CO)C[C@H]2C)cc1	/	-1.5
COc1ccc(CN(C)C[C@@H]2OCCCC[C@@H](C)Oc3ccc(NS(=O)(=O)c4ccc(OC)cc4)cc3C(=O)N([C@H](C)CO)C[C@@H]2C)cc1	/	4.1
CCCN(C)C[C@H]1Oc2ncc(C#CC3(O)CCCC3)cc2C(=O)N([C@@H](C)CO)C[C@H]1C	10.0	/
C[C@H]1CN([C@@H](C)CO)C(=O)c2cc(NC(=O)C3CCCCC3)ccc2O[C@@H]1CN(C)Cc1ccc(Cl)c(Cl)c1	/	-0.3
COc1ccc(CN(C)C[C@@H]2Oc3c(NC(=O)c4cnccn4)cccc3C(=O)N([C@@H](C)CO)C[C@H]2C)cc1	-5.8	/
O=C(O)Cc1cc(I)c(Oc2cc(I)c(O)c(I)c2)c(I)c1	/	7.8
CCOC(=O)c1ccc(COC(=O)c2cc(=O)[nH]c3ccccc23)o1	-0.3	-0.8
C/C=C(/C)C(=O)O[C@H]1C=C(CO)C(=O)[C@H](OC(=O)/C(C)=C/CO)[C@H]1C(C)C	/	1.5
Cc1nc2nc[nH]n2c(=O)c1NS(=O)(=O)c1ccc2c(c1)CCCC2	1.5	-2.8
C[C@H](CO)N1C[C@H](C)[C@H](CN(C)Cc2ccc(Cl)c(Cl)c2)Oc2ccc(NC(=O)NC3CCCCC3)cc2CC1=O	/	1.9
CC(C)C[C@@H]1NC(=O)[C@H]2C[C@@H](C(=O)NCCCCCNC(=O)CS)[C@@H](c3cccc(OCCO)c3)N2C1=O	/	0.3
CN1CCC[C@@H]1CCO[C@](C)(c1ccccc1)c1ccc(Cl)cc1	/	-4.8
CNC[C@@H]1Oc2ccc(NC(=O)Cn3cnnn3)cc2C(=O)N([C@H](C)CO)C[C@@H]1C	/	-0.1
COc1ccc(S(=O)(=O)Nc2cccc3c2O[C@H](CN(C)S(=O)(=O)c2cn(C)cn2)[C@@H](C)CN([C@@H](C)CO)C3=O)cc1	9.0	/
COc1ccc(CCNC(=O)C(=O)c2c(C)[nH]c3ccccc23)cc1OC	-2.2	0.9
O=C(CSc1nnc(-c2ccc(Cl)cc2)o1)Nc1ccc(I)cc1	24.4	-0.2
CC(C)CC#Cc1cnc2c(c1)C(=O)N([C@H](C)CO)C[C@H](C)[C@H](CN(C)S(=O)(=O)c1cn(C)cn1)O2	12.5	/
C[C@H]1CCCCO[C@@H](CN(C)Cc2ccccc2)[C@@H](C)CN([C@@H](C)CO)C(=O)c2cc(NS(=O)(=O)c3cn(C)cn3)ccc2O1	1.6	/
C[C@H]1CN([C@@H](C)CO)S(=O)(=O)c2ccc(C#Cc3cccc(F)c3)cc2O[C@H]1CN(C)C(=O)NC1CCCCC1	-34.9	/
N#Cc1c(NC(=O)CSc2n[nH]c(-c3ccc(Cl)cc3Cl)n2)sc2c1CCCC2	-12.8	-1.4
O=c1c2ccccc2nc(CSc2nc(C3CC3)nc3ccccc23)n1-c1ccccc1	-16.4	0.8
C[C@H](CO)N1C[C@H](C)[C@@H](CN(C)C(=O)Nc2ccc3c(c2)OCO3)Oc2ncc(-c3ccccc3)cc2C1=O	-3.3	/
Cc1ccc(NC(=O)COc2ccc(Cl)cc2Cl)c([N+](=O)[O-])c1	-59.8	6.5
CCOC(=O)c1c(-c2ccccc2)csc1NC(=O)Cn1c(=O)oc2ccccc21	9.0	-4.6
CCc1ccccc1N(CC(=O)N1CCC(Cc2ccccc2)CC1)S(C)(=O)=O	-2.5	/
Cc1ccc(S(=O)(=O)Nc2ccc3c(c2)CC(=O)N([C@H](C)CO)C[C@H](C)[C@H](CN(C)S(=O)(=O)c2ccc(C)cc2)O3)cc1	/	5.1
O=C1O[C@@H](c2ccccc2)[C@@H](c2ccccc2)N2[C@@H](c3ccc(OCCO)cc3)[C@]3(C(=O)Nc4ccc(C#CC5=CCCCC5)cc43)[C@@H](C(=O)N3CCN(c4ncccn4)CC3)[C@H]12	/	7.8
COc1ccc(NC(=O)N(C)C[C@H]2OCc3cnnn3CCCC(=O)N([C@@H](C)CO)C[C@H]2C)cc1	/	0.7
C[C@@H]1CN([C@H](C)CO)C(=O)CCCn2nncc2CO[C@@H]1CN(C)C(=O)OCc1ccccc1	/	-0.4
CC1CC(=O)c2c(ccc3c2C(=O)c2c(O[C@@H]4O[C@@H](C)[C@H](O)[C@@H](O)[C@H]4O)cccc2C3=O)C1 (some centres not stated)	-0.9	0.8
C[C@@H]1CN([C@H](C)CO)C(=O)Cc2cc(NC(=O)Nc3ccccc3)ccc2O[C@@H]1CN(C)C(=O)Nc1ccc2c(c1)OCO2	/	1.2
C[C@@H]1CCCCO[C@@H](CN(C)S(=O)(=O)c2ccc(F)cc2)[C@@H](C)CN([C@H](C)CO)C(=O)c2cc(NC(=O)Cc3ccccc3)ccc2O1	4.2	1.3
NC(N)=NCCNS(=O)(=O)c1cccc2cnccc12	/	14.9
C[C@@H]1CCCCO[C@H](CN(C)C(=O)CCCN(C)C)[C@H](C)CN([C@@H](C)CO)C(=O)c2cc(NS(=O)(=O)c3ccccc3)ccc2O1	-7.4	/
C[C@@H]1CN([C@H](C)CO)C(=O)c2cc(-c3ccc(C(=O)N(C)C)cc3)cnc2O[C@H]1CN(C)C(=O)CN(C)C	9.9	/
Cc1ccc(NC(=O)c2cccc(N(C)C)c2)cc1NC(=O)c1ccc(O)cc1	/	-0.9
C[C@@H]1CN([C@H](C)CO)C(=O)Cc2cc(NC(=O)Nc3cccc4ccccc34)ccc2O[C@@H]1CN(C)C(=O)Nc1ccc(C(F)(F)F)cc1	/	0.4
CNC[C@@H]1Oc2ccc(NC(=O)CCN3CCOCC3)cc2C(=O)N([C@@H](C)CO)C[C@H]1C	12.6	/
CCC(=O)N(C)C[C@H]1Oc2cc(/C=C/c3ccccc3)ccc2S(=O)(=O)N([C@H](C)CO)C[C@H]1C	-7.4	/
C[C@@H]1CCCCO[C@@H](CN(C)C)[C@@H](C)CN([C@H](C)CO)C(=O)c2cc(NS(=O)(=O)c3cn(C)cn3)ccc2O1	2.9	-1.0
Cc1cc(-c2ccccc2)nc2oc3c(c12)NC(=O)CN(c1ccccc1)C3=O	/	3.6
C=C(C)C(=O)O[C@H]1[C@H]2C(=C)C(=O)O[C@@H]2C[C@@H](C)[C@@H]2O[C@@H]2C(=O)[C@](C)(O)[C@@H]1OC(=O)C(=C)C	/	-1.4
O=C(NCc1cccnc1)c1ccc2c(c1)C(=O)N(CC1CCCO1)C2=O (configuration not stated)	10.1	2.8
CCCN(C)C[C@@H]1Oc2cc(-c3cccc(C#N)c3)ccc2S(=O)(=O)N([C@@H](C)CO)C[C@@H]1C	2.5	/
C[C@H]1CN([C@@H](C)CO)C(=O)c2cc(NC(=O)Cc3cn(C)c4ccccc34)ccc2O[C@@H]1CN(C)C(=O)Nc1ccc(F)cc1	/	5.2
Cc1ccc(C(C)C)c(OCC(=O)/C=C2\Sc3ccccc3N2C)c1	-2.4	/
C[C@H]1CN([C@@H](C)CO)C(=O)Cc2cc(NC(=O)Nc3ccc(C(F)(F)F)cc3)ccc2O[C@@H]1CN(C)S(=O)(=O)c1ccc(Cl)cc1	/	3.4
O=C(CSc1nnnn1C1CC2CCC1C2)Nc1ccnc2ccccc12 (configuration not stated)	-29.8	-2.3
C[C@H]1CCCCO[C@@H](CN(C)C)[C@@H](C)CN([C@@H](C)CO)C(=O)c2cc(NC(=O)CCC(F)(F)F)ccc2O1	5.3	/

Gathered by group: those above containing a cyano group (2)
structure	mut p53 react	STK33 inh
N#Cc1c(NC(=O)CSc2n[nH]c(-c3ccc(Cl)cc3Cl)n2)sc2c1CCCC2	-12.8	-1.4
CCCN(C)C[C@@H]1Oc2cc(-c3cccc(C#N)c3)ccc2S(=O)(=O)N([C@@H](C)CO)C[C@@H]1C	2.5	/

Part of the list above in a different format.
Values run as follows: mut p53 react	STK33 inh
- C=C(C)C(=O)O[C@H]1[C@H]2C(=C)C(=O)O[C@@H]2C[C@@H](C)[C@@H]2O[C@@H]2C(=O)[C@](C)(O)[C@@H]1OC(=O)C(=C)C
→ /	-1.4
- C[C@H]1CN([C@@H](C)CO)C(=O)Cc2cc(NC(=O)Nc3ccc(C(F)(F)F)cc3)ccc2O[C@@H]1CN(C)S(=O)(=O)c1ccc(Cl)cc1
→ /	3.4

Additional entries
structure	mut p53 react	STK33 inh
Cc1ccc(S(=O)(=O)N(C)C[C@@H]2Oc3ccc(NC(=O)Nc4ccc(C(F)(F)F)cc4)cc3CC(=O)N([C@H](C)CO)C[C@H]2C)cc1	/	7.3
CC(C)NC(=O)Nc1ccc2c(c1)CC(=O)N([C@H](C)CO)C[C@H](C)[C@H](CN(C)S(=O)(=O)c1ccc(Cl)cc1)O2	/	-0.3
C=C1C(=O)O[C@H]2C1CCC(=C)[C@@H]1C[C@H](OC(=O)C=C(C)C)C(=C)[C@@H]12 (some centres not stated)	-6.2	1.4
Cc1c(C(=O)NN2CCOCC2)nn(-c2ccc(Cl)cc2Cl)c1-c1ccc(I)cc1	6.9	/
CC(C(=O)Nc1ccc(Cl)c(Cl)c1)N(c1ccccc1)S(C)(=O)=O (configuration not stated)	8.0	-2.6
COc1cc(NC(=O)CSc2nncn2C)cc(OC)c1OC	-7.9	-0.8
Ic1cccc(CSc2nnc(-c3ccncc3)o2)c1	-16.1	3.1
Cc1noc(C)c1NC(=O)Nc1ccc2c(c1)C(=O)N([C@@H](C)CO)C[C@@H](C)[C@@H](CN(C)C(=O)CCCN(C)C)OCCCC[C@@H](C)O2	7.6	/
C[C@H](CO)N1C[C@H](C)[C@H](CN(C)S(C)(=O)=O)Oc2ncc(Br)cc2C1=O	/	-1.4
C[C@H]1CN([C@@H](C)CO)C(=O)c2cc(NC(=O)CCN3CCOCC3)ccc2O[C@@H]1CN(C)C(=O)Nc1ccc2c(c1)OCO2	/	-0.4
C[C@@H]1CCCCO[C@H](CN(C)C(=O)Nc2ccc3c(c2)OCO3)[C@H](C)CN([C@H](C)CO)C(=O)c2cc(NS(C)(=O)=O)ccc2O1	1.7	/
COc1ccc([C@@H]2C=C(C(=O)NCc3ccccc3)O[C@H](OCc3ccc(CO)cc3)C2)cc1	/	0.0
Cc1ccc(S(=O)(=O)Nc2ccc3c(c2)CC(=O)N([C@@H](C)CO)C[C@@H](C)[C@@H](CN(C)S(=O)(=O)c2ccccc2)O3)cc1	/	1.0
C[C@@H]1CN([C@@H](C)CO)C(=O)Cc2cc(NC(=O)Nc3ccccc3)ccc2O[C@H]1CN(C)C(=O)Nc1ccc(F)cc1	12.0	/
C[C@@H]1CN([C@@H](C)CO)C(=O)c2ccccc2-c2ccccc2CO[C@@H]1CN(C)C(=O)NC1CCCCC1	-6.0	/
CC(C)N(Cc1nc(-c2ccccc2)no1)C(=O)c1ccc(Br)o1	5.1	0.0
C[C@@H]1CN([C@H](C)CO)C(=O)c2cc(NC(=O)Nc3ccc(F)cc3)ccc2O[C@@H]1CN(C)C	6.6	/
COC(=O)c1ccccc1NC(=O)CN1C(=O)c2cccc3cccc1c23	-3.3	-1.3
C[C@H]1CN([C@@H](C)CO)C(=O)c2cccc(NS(C)(=O)=O)c2O[C@H]1CN(C)C(=O)Nc1cccc2ccccc12	-4.2	/
C[C@H]1CN([C@@H](C)CO)C(=O)c2cc(NC(=O)CCC(F)(F)F)ccc2O[C@@H]1CN(C)S(=O)(=O)c1ccc(Cl)cc1	/	-0.6
Cc1ccc(S(=O)(=O)Nc2ccc3c(c2)OCCO3)c(C)c1NS(C)(=O)=O	-2.9	0.8

Screening results from PubChem BioAssay.
